Compound activity (PubChem BioAssay)
FEN1 inhibitor: blocks human flap endonuclease 1; P39748; Recombinant FEN1 flap cleavage, fluorescence, 15 min; Potency, µM (highest dose often 114 µM), without a hit: top-dose activity change, negative = inhibition, actives largely listed as inhibitors; hit rate 0.35% among 390,000; AID 588795; further: nearly all actives have a fitted effect of over 65% in size
Target sequence (P39748 whole entry, looked up): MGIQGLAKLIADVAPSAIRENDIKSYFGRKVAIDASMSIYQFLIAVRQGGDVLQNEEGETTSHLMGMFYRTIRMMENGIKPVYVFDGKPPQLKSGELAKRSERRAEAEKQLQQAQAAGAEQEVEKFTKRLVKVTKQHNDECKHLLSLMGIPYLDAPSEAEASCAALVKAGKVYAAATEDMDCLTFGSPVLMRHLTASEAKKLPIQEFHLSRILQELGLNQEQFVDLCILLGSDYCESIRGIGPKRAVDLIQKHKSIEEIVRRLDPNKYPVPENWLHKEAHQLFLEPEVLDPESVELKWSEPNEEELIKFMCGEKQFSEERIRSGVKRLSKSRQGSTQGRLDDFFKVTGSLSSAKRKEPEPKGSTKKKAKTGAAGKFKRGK
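FEN1 at 10 nM, compound pretreatment for 15 min (room temperature), 50 nM final substrate to initiate; endpoint reads at 0 and 15 min; DMSO-only plates used as vehicle background.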
TDP1 block: TDP1 (human) enzyme inhibition; Q9NUW8; recombinant TDP1, AlphaScreen DNA substrate cleavage; Potency, µM (top dose mostly 130 µM), without a hit: at the highest dose activity change, negative = inhibition, most hits filed as inhibitors; hit rate 0.28% among 350,000; AID 485290; further: nearly all actives have a fitted effect of over 40% in size
Target sequence (Q9NUW8 whole entry, looked up): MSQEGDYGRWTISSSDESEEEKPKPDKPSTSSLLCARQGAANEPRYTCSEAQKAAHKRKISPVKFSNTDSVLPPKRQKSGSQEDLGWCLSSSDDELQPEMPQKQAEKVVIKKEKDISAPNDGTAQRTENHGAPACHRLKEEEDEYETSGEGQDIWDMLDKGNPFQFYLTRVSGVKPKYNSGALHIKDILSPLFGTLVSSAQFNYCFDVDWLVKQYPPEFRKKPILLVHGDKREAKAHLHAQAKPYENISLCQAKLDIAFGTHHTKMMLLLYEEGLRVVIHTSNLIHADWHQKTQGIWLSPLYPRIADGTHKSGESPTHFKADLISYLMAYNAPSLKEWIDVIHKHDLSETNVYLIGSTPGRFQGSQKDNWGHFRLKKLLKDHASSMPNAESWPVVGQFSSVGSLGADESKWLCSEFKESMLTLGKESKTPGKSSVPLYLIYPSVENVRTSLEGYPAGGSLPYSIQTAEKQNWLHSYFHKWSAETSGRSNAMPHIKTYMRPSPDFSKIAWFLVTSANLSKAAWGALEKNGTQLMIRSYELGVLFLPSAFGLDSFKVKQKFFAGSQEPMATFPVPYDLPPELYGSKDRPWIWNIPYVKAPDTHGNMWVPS
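Steps: enzyme plus compound, 15 min RT; add biotin/phosphotyrosine-FITC oligonucleotide (15 nM final), react 5 min; add donor/acceptor beads (10 ug/ml final), 10 min; read AlphaScreen. Tdp1 at 1 nM final.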
N370S GC: N370S glucocerebrosidase modulation, Gaucher chaperone candidate | N370S GC spleen homogenate, 4MU-glucoside fluorescence | Potency, µM (top dose mostly 59.4 µM), without a hit: at the top dose activity change, negative = inhibition, most hits filed as inhibitors | hit rate 0.092% among 330,000 | AID 2101;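 further: 0% = full enzyme activity and -100% = no enzyme basal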
The depositor's hits bear a star; ? = inconclusive; / = no result given; & = joins results of further samples; [ ] = remark or other dose. The call rests on the fitted dose curve; in most records, active means well fitted curve in the direction sought with a large enough effect; inconclusive means small, poorly fitted or top-dose-only effect, or another doubt; inactive means no such curve, though single readings can be large; an effect the other way counts as inactive or inconclusive. Unless noted, on the % scale 0 is the no-effect control and ±100 the full control effect; potency means the concentration at half of the fitted maximal effect.

Below each SMILES – FEN1 inhibitor | TDP1 block | N370S GC
- Cc1ccc(C)c(NC(=O)COc2coc(CN3CCc4ccccc43)cc2=O)c1
  0.3% | -4.4% | -5.7%
- O=C1CCC(C(=O)N2CCCC2)CN1CCc1cccc(F)c1 (stereo not drawn)
  -0.7% | 1.4% | 1.3%
- Cn1c(=O)cc(Nc2ccccc2)c2c(=O)n(-c3ccccc3)c(=O)n(-c3ccccc3)c21
  -4.8% | 2.6% | 8.9%
- CNC(=O)/C(C#N)=C/c1ccc(-c2ccccc2[N+](=O)[O-])o1
  -17.9% | 2.4% | 10.9%
- O=C(NCCC(=O)N1CCN(c2cccc(Cl)c2)CC1)c1ccc(Br)cc1
  -10.8% | 0.2% | /
- COc1ccc(C(=O)NC2CC2)cc1OC1CCN(Cc2cnn(C)c2C)CC1
  -5.8% | -0.2% | -1.5%
- Cc1ccccc1CC(=O)NCC1CCCCC1
  1.1% | 1.4% | 4.5%
- COc1cc(Cl)ccc1OCc1cc(C(=O)N2C[C@H]3CC[C@H]2C3)no1
  0.3% | 3.7% | -7.9%
- CC1CN(S(=O)(=O)c2ccccc2)C(C)N1C(=O)N1CCOCC1 (stereo not drawn)
  1.7% | 3.1% | -9.1%
- O=C(COC(=O)c1ccccc1[N+](=O)[O-])Nc1nnc(-c2ccccc2)o1
  5.8% | -14.5% | 2.8%

More results.
Below each SMILES – FEN1 inhibitor | TDP1 block | N370S GC
- COc1cccc2c1OC[C@@H](CO)[C@H]2N(C)C(=O)Nc1ccccc1
  5.1% | 2.0% | 3.2%
- CCCCc1nn2c(=O)cc(COC(=O)c3cccs3)nc2s1
  -1.5% | 7.1% | /
- CC(=O)Nc1cc(C(=O)O)ccc1S(=O)(=O)c1ccc(C)cc1
  -1.7% | 1.9% | 3.2%
- COC(=O)Nc1nnc(COc2cccc(C)c2)s1
  -4.1% | 3.7% | -2.5%
- Cc1cc(C)c(NC(=O)CS(=O)CC(=O)N2CCN(c3ccccc3)CC2)c(C)c1 (stereo not drawn)
  5.4% | 3.2% | -10.9%
- CC(NC(=O)CSc1ncn[nH]1)c1ccc(Cl)cc1Cl (stereo not drawn)
  3.3% | 1.4% | -11.6%
- CSCCC(NC(=O)c1ccc([N+](=O)[O-])cc1Cl)C(=O)OC(C)C(=O)NCc1ccco1 (stereo not drawn)
  3.2% | 1.6% | 0.4%
- Cc1ccc(S(=O)(=O)/N=C2/NC(=O)/C(=C\c3cc(Br)cc(Br)c3O)S2)cc1
  28.2µM* | 1.3% | 15.5%
- Cc1cccc(/C=N\NC(=O)c2sccc2-n2cccc2)c1
  -10.5% | 4.3% | 23.4%
- CCOC(=O)c1cc(-c2cccc([N+](=O)[O-])c2)on1
  -11.5% | 0.0% | 1.5%

(continued)
Below each SMILES – FEN1 inhibitor | TDP1 block | N370S GC
- CCOC(=O)c1cc2c(=O)n3ccccc3nc2n(CCOC)c1=NC(=O)c1c(-c2c(F)cccc2Cl)noc1C
  -7.7%&8.4% | 0.0%&0.0% | 2.1%
- CSc1cccc(NC(=O)C2CCN(S(C)(=O)=O)CC2)c1
  -13.7% | 7.8% | -1.0%
- Cc1ccc(C)c(-c2ccc(=O)n(Cc3ccc(F)cc3Cl)n2)c1
  -20.1%&-5.8% | -7.0% | 2.5%
- COc1ccc(CCNC(=O)COC(=O)c2cc(Cl)nc(Cl)c2)cc1
  14.0% | 0.2% | /
- CC(=O)c1c(C)[nH]c(C(=O)NCCc2ccccc2)c1C
  -0.7% | 6.0% | -11.3%
- Cc1cc(C)cc(NS(=O)(=O)c2ccc(N3CCCCS3(=O)=O)cc2)c1
  -11.7% | 1.2% | /
- Cc1n[nH]c(C)c1N1C(=O)c2cccc3cc(Br)cc(c23)C1=O
  -8.7% | 0.0% | -3.4%
- Cc1cc(CC(=O)O)n(C)c1C(=O)c1ccc(Cl)cc1
  38.4%[activator] | 1.3% | -7.5%
- COc1ccc(C(=O)NNC(=O)CSc2nnc(COc3ccccc3OC)n2C)cc1
  -0.4% | 0.0% | 15.6%
- COc1ccc(C(=O)C2CCCN(Cc3cnc(N4CCOCC4)s3)C2)cc1F (stereo not drawn)
  -0.1% | / | -0.7%

(further entries)
Below each SMILES – FEN1 inhibitor | TDP1 block | N370S GC
- N#C/C(=C(/O)COC(=O)CCCNC(=O)c1ccc(Cl)cc1)c1nc2ccccc2[nH]1
  -13.0% | 9.6% | 1.2%
- Cc1c(C(=O)N2CCOCC2)c(S(=O)(=O)Nc2cccc(C#N)c2)c(C)n1C
  -3.4% | 3.8% | 3.4%
- CCc1ccc(N2C(=O)CC(N(CC3CCCO3)C(=O)/C=C/C(=O)O)C2=O)cc1 (stereo not drawn)
  8.6% | -1.3% | 1.3%
- COC(=O)C1=NN(C(C)=O)C2(CC(=O)N(c3cc(C)cc(C)c3)C2=O)C1 (stereo not drawn)
  3.4% | 0.0% | 13.9%
- O=C1C2C3c4ccccc4C(c4ccccc43)[C@@H]2C(=O)N1c1ccccn1 (stereo partly drawn)
  -3.1% | 1.2% | 4.8%
- O=C(O)c1ccc(N2CCCCC2)cc1
  -6.5% | 8.7% | 3.5%
- CC1=CC(=O)C(C(C)C)=C/C1=N/OC(=O)c1cccc([N+](=O)[O-])c1
  6.4% | 3.6% | -12.5%
- O=C1CCC/C1=C\c1ccccc1
  7.9% | 4.8% | -0.1%
- O=C(CCNS(=O)(=O)c1ccc(Cl)cc1)N1CCN(c2ncccn2)CC1
  -10.1% | -9.9% | -5.1%
- CN(C)S(=O)(=O)c1cccc(NC(=O)c2cnccn2)c1
  / | -8.1% | 6.6%

Three structures already listed, sorted by heavy-atom count, low to high:
Below each SMILES – FEN1 inhibitor | TDP1 block | N370S GC
- O=C(O)c1ccc(N2CCCCC2)cc1
  -6.5% | 8.7% | 3.5%
- O=C1C2C3c4ccccc4C(c4ccccc43)[C@@H]2C(=O)N1c1ccccn1 (stereo partly drawn)
  -3.1% | 1.2% | 4.8%
- CCc1ccc(N2C(=O)CC(N(CC3CCCO3)C(=O)/C=C/C(=O)O)C2=O)cc1 (stereo not drawn)
  8.6% | -1.3% | 1.3%

(continued)
Below each SMILES – FEN1 inhibitor | TDP1 block | N370S GC
- Cc1cccc2cc(CN(Cc3cccs3)C3(c4nnnn4C4CCCC4)CCCC3)c(=O)[nH]c12
  2.1% | -2.1% | 4.2%
- Cc1cccc(C(=O)NCCCNC(=O)c2ccccn2)c1
  -0.1% | / | 3.0%
- Cc1cc(NC(=O)CN2CCCCC2C)no1 (stereo not drawn)
  -8.5% | -2.1% | -4.7%
- Cc1ccc(C)c2c(SC(C)C(=O)NCc3ccco3)nc(-c3ccccc3)nc12 (stereo not drawn)
  -3.7% | 0.0% | 9.2%
- CCOc1ccc(OCC)c(NC(=O)Cn2ncc3c4ccccc4n(Cc4ccccc4)c3c2=O)c1
  -1.4% | 0.0% | /
- O=C(OCc1ccccc1)c1cnc(Cl)c(Cl)c1
  3.9% | / | -13.4%
- O=C1N(c2ccccc2)CCN1c1ccccc1
  19.8% | / | -2.1%
- COc1ccc(S(=O)(=O)N(CC(=O)NCC2CCCO2)Cc2ccccc2)cc1 (stereo not drawn)
  -9.7% | / | -1.0%
- Cc1ccccc1NS(=O)(=O)c1cc(C(=O)NCCC2=CCCCC2)ccc1Cl
  -4.6% | 2.0% | 8.1%
- Cc1ccc2c(CN3CC(C)CC(C)C3)cc(=O)oc2c1C (stereo not drawn)
  -3.9% | / | 0.0%

(list continues)
Below each SMILES – FEN1 inhibitor | TDP1 block | N370S GC
- COc1cccc(C2=NO[C@@H]3C(=O)N(Cc4ccccc4)C(=O)[C@H]23)c1OC
  -3.4% | 0.0% | 18.6%
- CCN(CC)C(=O)CC(c1ccc(F)cc1)c1ccc(OC(C)C)cc1 (stereo not drawn)
  / | 2.7% | 3.1%
- CCSc1ncnc2c(C#N)c3n(c12)CCCCC3
  -6.3% | 0.0% | 21.1%
- CN(C(=O)CSCC(=O)O)C1CCCCC1
  -6.5% | -1.1% | 7.5%
- COc1ccccc1CC(=O)Nc1ccc(S(=O)(=O)N2CC(C)CC(C)C2)cc1 (stereo not drawn)
  -22.5% | 1.1% | /
- CCCn1c(N2CCN(CC(=O)c3c(C)n(C)c4ccc(OC)cc34)CC2)nc2c1c(=O)[nH]c(=O)n2C
  5.1% | 2.1% | -10.0%
- COc1ccc(N(C)S(=O)(=O)c2ccc3c(c2)NC(=O)CC(=O)N3)c(OC)c1
  20.0% | 4.9% | ?
- CC(C)c1nc(SCC(=O)c2ccccc2)c2c(=O)n(C)c(=O)n(C)c2n1
  3.5% | 8.7% | 3.4%
- O=S(=O)(c1ccc(N2CCN(Cc3ccc4c(c3)OCO4)CC2)nc1)N1CCOCC1
  / | 2.7% | 0.6%
- C/C(=N/N=C1/NC(=O)CC(C(=O)Nc2ccccc2)S1)c1cccs1 (stereo not drawn)
  11.5% | -1.2% | 10.7%

Molecules shown so far with bromine, in the order listed:
Below each SMILES – FEN1 inhibitor | TDP1 block | N370S GC
- O=C(NCCC(=O)N1CCN(c2cccc(Cl)c2)CC1)c1ccc(Br)cc1
  -10.8% | 0.2% | /
- Cc1ccc(S(=O)(=O)/N=C2/NC(=O)/C(=C\c3cc(Br)cc(Br)c3O)S2)cc1
  28.2µM* | 1.3% | 15.5%
- Cc1n[nH]c(C)c1N1C(=O)c2cccc3cc(Br)cc(c23)C1=O
  -8.7% | 0.0% | -3.4%

New compounds follow:
Below each SMILES – FEN1 inhibitor | TDP1 block | N370S GC
- COc1ccc(OC)c(CN2CCN(CCCc3ccccc3)C(CCO)C2)c1 (stereo not drawn)
  16.4% | / | -5.2%
- O=C(Nc1ccc(-c2csc(-c3ccccc3)n2)cc1)c1ccccc1Cl
  12.6% | 5.8% | 12.7%
- C=CCc1cccc(/C=N/NC(=O)CNc2cccc3ccccc23)c1O
  ? | 2.7% | 10.1%
- O=C1CC(c2ccc(S(=O)(=O)NCc3ccccc3)cc2)CN1 (stereo not drawn)
  -15.6% | 2.5% | 5.0%
- CCOC(=O)c1sc(=S)n(CC)c1NC(=O)c1ccccc1C
  -1.9% | / | 7.1%
- COCCCNC(=O)c1ccc(Cn2c(=O)c3ccccc3n(Cc3ccccc3C#N)c2=O)cc1
  12.1% | 3.5% | -8.1%
- CN1CCN(C2CCCCC2NS(=O)(=O)c2ccccc2)CC1 (stereo not drawn)
  18.5% | -0.1% | 3.8%
- CC(=O)Nc1ccc(S(=O)(=O)N2CCN(Cc3ccccn3)CC2)cc1
  -6.6% | -2.3% | 0.6%
- O=C(CCCCn1c(=O)c2ccccc2n(Cc2ccc(F)cc2Cl)c1=O)NCc1ccco1
  -1.7% | 2.5% | -6.3%[12.8 µM]
- CN(/N=C/Cc1nnnn1-c1ccc(Cl)cc1)c1ccccc1
  -24.6% | 2.7% | -3.0%

The results go on.
Below each SMILES – FEN1 inhibitor | TDP1 block | N370S GC
- Nc1ccc(C(=O)n2c3ccccc3c3ccccc32)cc1
  -1.3% | -2.5% | 20.5%
- COC1=CCC2([N+](=O)[O-])CN(CC(=O)O)CC1([N+](=O)[O-])C2 (stereo not drawn)
  -2.5% | 0.0% | -15.2%
- C#CCNC(=O)C1=C[C@H](C(C)(C)C)C[C@H](OCc2ccc(CO)cc2)O1
  -6.6% | 2.6% | ?
- Cc1cc(C)c2nc(N(Cc3cccnc3)C(=O)CCS(=O)(=O)c3ccccc3)sc2c1
  10.5% | 5.2% | /
- CCOC(=O)Nc1ccc2c(c1)N(C(=O)CCCl)c1ccccc1[S@]2=O
  1.9% | / | 3.7%
- O=C(O)CCCNS(=O)(=O)c1ccccc1
  7.8% | 4.2%[56.1 µM] | -4.2%
- CNC(=O)c1[nH]cnc1C(=O)N[C@@H](CCCCNC(=O)OC(C)(C)C)C(=O)OC(C)(C)C
  -0.2% | 6.4% | 4.4%
- O=S(=O)(Nc1ncccn1)c1ccc(Cl)cc1
  0.9% | / | -21.8%
- Cc1cc(C)n2nc(SCC(=O)N3CCc4ccccc43)nc2n1
  4.8% | -5.5% | 9.6%
- CCC1CCCCN1C(=O)Cn1c(=O)n(CCCCCC(=O)NCc2ccc(F)cc2)c(=O)c2sccc21 (stereo not drawn)
  16.3% | 0.0% | /

(next part)
Below each SMILES – FEN1 inhibitor | TDP1 block | N370S GC
- Cc1ccc(C)c(N2CCN(C(=O)c3cn(C)c4ccc(S(=O)(=O)N(C)C)cc4c3=O)CC2)c1
  -7.7% | 3.9% | 3.7%
- CCOc1ccccc1NC(=O)N1CCC(NC(=O)c2ccccc2C)CC1
  -0.8% | 0.0% | -28.6%
- CC(=O)Nc1ccc(/C=C(\C#N)C(=O)NC2CCCCC2)cc1
  0.1% | 2.7% | 4.7%
- O=C(NCCN1CCOCC1)c1ccc(N2CCCC2)c([N+](=O)[O-])c1
  -0.7% | 5.4% | -9.8%
- CCC(c1nnnn1CCOC)N(Cc1cc2c(C)cc(C)cc2[nH]c1=O)CC1CCCO1 (stereo not drawn)
  -9.9% | 2.1% | 4.8%
- COc1ccc(C2=CC3=C(Br)C(=O)C(C)(OC(=O)c4cnc5ccccc5n4)C(=O)C3=CO2)cc1 (stereo not drawn)
  / | 6.2% | -6.0%
- CN(C(=O)c1cc2n(n1)C(C(F)(F)F)CC(c1ccco1)N2)c1ccc(OC(F)(F)F)cc1 (stereo not drawn)
  -2.8% | 4.9% | ?
- O=c1nccc(N/N=C/c2ccccc2O)[nH]1
  -15.6% | / | -13.4%
